CRFR2-BP ag: agonists of CRF-BP/CRF-R2 complex, primary screen, cell-based, HEK293, calcium dye fluorescence, uHTS; activation, % at 13.2 µM; AID 588473, 2011; calcium dye fluorescence (FLIPR); percent of saturating CRF peptide response; 0.46% of 350,000 active; CRF-binding protein / CRF receptor 2 complex (human);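 active means activation of at least 50%, plus an integration ratio under a set limit after plate pattern correction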;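 further: plate controls were neutral control wells without compound for no effect and CRF at EC100 for full effect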
IDE inh: human IDE inhibitors in live cells, primary screen, fluorescence polarization, HEK cells, FAbetaB substrate. FAbetaB cleavage. inhibition, % at 5.59 µM. 0.41% of 320,000 active. AID 434962, 2010;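 active means percent inhibition above the average of all tested compounds plus 3 SD, set per screening campaign, cut at about 16% in these data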;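 further: IDE supplied by intact live HEK cells; FP after avidin binding of uncleaved biotin substrate so inhibition keeps polarization high; 0% = DMSO wells and 100% = 60 µM reference IDE inhibitor Ii1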
Target sequence (P14735 whole entry, looked up): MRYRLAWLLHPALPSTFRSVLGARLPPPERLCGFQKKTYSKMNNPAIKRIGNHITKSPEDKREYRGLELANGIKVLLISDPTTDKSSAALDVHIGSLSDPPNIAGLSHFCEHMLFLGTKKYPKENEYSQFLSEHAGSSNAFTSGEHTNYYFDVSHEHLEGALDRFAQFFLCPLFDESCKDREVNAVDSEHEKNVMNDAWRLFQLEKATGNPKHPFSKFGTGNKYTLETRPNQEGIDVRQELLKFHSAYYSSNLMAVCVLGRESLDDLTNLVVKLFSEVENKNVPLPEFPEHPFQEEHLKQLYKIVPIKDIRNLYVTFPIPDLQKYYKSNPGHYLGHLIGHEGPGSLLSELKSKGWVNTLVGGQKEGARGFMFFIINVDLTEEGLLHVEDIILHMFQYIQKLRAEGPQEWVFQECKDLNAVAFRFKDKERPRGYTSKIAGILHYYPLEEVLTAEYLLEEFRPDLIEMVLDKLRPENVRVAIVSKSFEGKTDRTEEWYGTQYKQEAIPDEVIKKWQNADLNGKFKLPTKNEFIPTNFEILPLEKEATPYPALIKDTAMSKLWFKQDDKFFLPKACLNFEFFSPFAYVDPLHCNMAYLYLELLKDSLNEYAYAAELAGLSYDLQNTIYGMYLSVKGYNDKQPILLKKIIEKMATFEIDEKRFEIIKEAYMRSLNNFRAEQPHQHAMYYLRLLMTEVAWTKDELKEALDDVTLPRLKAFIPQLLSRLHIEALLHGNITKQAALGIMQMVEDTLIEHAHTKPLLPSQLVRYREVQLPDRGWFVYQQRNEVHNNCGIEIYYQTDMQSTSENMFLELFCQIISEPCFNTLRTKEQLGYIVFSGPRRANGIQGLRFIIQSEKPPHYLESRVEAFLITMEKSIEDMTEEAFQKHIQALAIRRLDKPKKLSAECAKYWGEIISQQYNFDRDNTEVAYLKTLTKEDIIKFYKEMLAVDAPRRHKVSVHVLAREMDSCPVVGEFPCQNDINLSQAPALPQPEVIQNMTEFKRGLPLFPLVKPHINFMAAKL
CHRM5 PAM: human M5 muscarinic receptor positive allosteric modulators, primary screen, CHO-K1 cells, Fluo-8 calcium fluorescence | Muscarinic acetylcholine receptor M5 (Homo sapiens), P08912 | CHO-K1 hM5, ACh EC20 PAM; 0% = ACh EC20, 100% = ACh EC100 | activation, % at 3 µM | 0.3% of 360,000 active;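 active means activation above the run cutoff, the mean activation of all test compounds plus 3 SD, cut at about 18% in these data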
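Replicates: One well per compound, no replicates | System: Human M5 receptor in CHO-K1 cells | Benchmarks: Low control EC20 acetylcholine (0%), high control EC100 acetylcholine (100%) | Probe or stimulus: Acetylcholine, EC20 level | Times: Fluo-8 loading 80 min at 37 °C plus 30 min room temperature | Signal: Intracellular calcium via Fluo-8 fluorescence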
CRFR2-BP antag: antagonists of CRF-BP/CRF-R2 complex, primary screen, cell-based, HEK293, calcium dye fluorescence, uHTS; inhibition, % at 11.8 µM; CRF-induced calcium fluorescence; 0.59% of 350,000 active;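 active means inhibition of the ligand-induced calcium signal above about 50% at the single tested concentration, limit read from the data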
CHRM4 PAM: human M4 muscarinic receptor positive allosteric modulators, primary screen, CHO-K1 cells, Fluo-8 calcium fluorescence; 0.4% of 360,000 active; Muscarinic acetylcholine receptor M4 (Homo sapiens), P08173; activation, % at 3 µM; CHO-K1 hM4/Gqi5, ACh EC20; 0% = ACh EC20, 100% = maximal ACh;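 active means activation above its plate's cutoff, the mean activation of sample wells plus 3 SD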; further: some results filed as inactive read as strong as hits
CHRM5 agonist: human M5 muscarinic receptor agonists, primary screen, CHO-K1 cells, Fluo-8 calcium fluorescence; Muscarinic acetylcholine receptor M5 (Homo sapiens), P08912; CHO-K1 hM5 cells; 0% DMSO wells, 100% maximal acetylcholine response; activation, % at 3 µM; 0.19% of 360,000 active; AID 624037, 2012;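 active means activation above the run's mean over test compounds plus 3 SD, cut at about 23% in these data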;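 further: signal is peak over basal fluorescence ratio across the kinetic read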
CHRM4 agonist: human M4 muscarinic receptor agonists, primary screen, CHO-K1 cells, Fluo-8 calcium fluorescence; AID 624127, 2012; 0.14% of 360,000 active; CHO-K1 hM4/Gqi5; vehicle 0%, full acetylcholine response 100%; activation, % at 3 µM;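 active means activation above the run mean over all test wells plus 3 SD, cut at about 32% in these data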;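 further: peak over basal fluorescence ratio per well then scaled between controls; 0% = DMSO wells and 100% = acetylcholine at EC100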
CHRM5 antagonist: human M5 muscarinic receptor antagonists, primary screen, CHO cells, Fluo-8 calcium fluorescence. inhibition, % at 3 µM. 0.59% of 360,000 active. Muscarinic acetylcholine receptor M5 (Homo sapiens), P08912. CHO-hM5 cells, ACh EC80;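 active means inhibition above a per-plate cutoff, the mean of that plate's test compounds plus 3 SD, cut at about 27% in these data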;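 further: 0% = acetylcholine EC80 with DMSO and 100% = DMSO without agonist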
M4 antag: human M4 muscarinic receptor antagonists, primary screen, CHO cells, Fluo-8 calcium fluorescence | Muscarinic acetylcholine receptor M4 (Homo sapiens), P08173 | CHO-hM4 cells, ACh EC80 | inhibition, % at 3 µM | 0.73% of 360,000 active | AID 624125, 2012;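 active means inhibition above its plate's cutoff, the mean inhibition of sample wells plus 3 SD, cut at about 27% in these data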;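 further: 0% = acetylcholine EC80 with DMSO and 100% = DMSO without agonist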
Active calls of the source: *; · = not tested or not shown.

Every second line gives: CRFR2-BP ag	IDE inh	CHRM5 PAM	CRFR2-BP antag	CHRM4 PAM	CHRM5 agonist	CHRM4 agonist	CHRM5 antagonist	M4 antag
COc1cc(C(O)P(=O)(OC2CCCCC2)c2ccc(N(C)C)cc2)cc(OC)c1OC (stereo unspecified)
  -0.3	1	-1	16	12	0	1	-2	-4
COc1cccc(C(=O)NCc2ccco2)c1
  -0.4	6	2	20	5	-8	0	8	-6
COc1ccc(CN(C)C(=O)C(CCSC)NS(=O)(=O)c2ccc3c(c2)OCCO3)c(OC)c1OC (stereo unspecified)
  -1.8	·	-25	-6	-5	6	22	12	-6
Cc1noc(C)c1C(=O)NNc1cc(Cl)ccc1Cl
  -1.8	2	4	8	-9	-2	0	0	-5
COC(C[C@@H]1O[C@H]1C(=O)[C@@H](C)OCc1ccccc1)OC
  -0.1	3	4	1	9	0	2	7	3
CCN1CCN(CC(=O)N/N=C/c2cc(Br)cs2)CC1
  0.8	2	-2	12	1	-1	0	9	1
Cc1c(NC(=O)C(C)n2cc([N+](=O)[O-])cn2)c(=O)n(-c2ccccc2)n1C (stereo unspecified)
  4.7	2	2	-13	-1	2	0	-1	13
CC(C)n1nnnc1C1c2ccccc2C(=O)N1Cc1cccs1 (stereo unspecified)
  ·	·	-1	·	9	-2	1	-1	-14
COc1ccccc1C(=O)C1CCCN(C(=O)CSc2ccccn2)C1 (stereo unspecified)
  -4.6	0	-1	-7	1	-13	1	11	1
Cc1cc([N+](=O)[O-])ccc1NC(=O)CCC(=O)N1CCCCC1
  0.5	-7	-5	4	5	-5	1	-11	-4
CC12CCC(=O)CC1CCC1C2CCC2(C)C1CCC2(O)C(=O)CO (stereo unspecified)
  4.8	·	9	-16	0	-1	1	-5	6
CCOC(=O)c1c(NC(=S)NC)sc2c1CC(C)(C)SC2
  -0.9	1	-9	3	-5	1	0	2	-7
O=C(O)C1CCN(S(=O)(=O)c2cccc3nsnc23)CC1
  1.9	-3	-7	3	2	-3	1	2	-7
CCOC(=O)C1(C)NC(c2ccco2)C2C(=O)N(c3ccccc3)C(=O)C21 (stereo unspecified)
  0.0	6	4	4	-1	0	1	7	1
NC(=S)N/N=C/c1ccc2cccc(OCc3ccccc3)c2n1
  -0.9	11	-4	-12	-3	6	15	0	4
O=C(CN1C2=NCCCN2c2ccccc21)c1ccc(Cl)cc1Cl
  -1.2	4	-7	-30	-6	-7	4	10	-2
O=C(OCc1cccc(C(F)(F)F)c1)c1cc([N+](=O)[O-])ccc1N1CCOCC1
  0.0	4	-11	-6	0	0	1	6	-3
O=C(COc1ccc2c3c(c(=O)oc2c1)CCCC3)N1CCN(c2ccc(F)cc2)CC1
  -1.3	0	-6	-18	1	-4	0	23	6
COC(=O)c1ccc(COc2ccc(/C=C(\C#N)c3nc4ccccc4[nH]3)cc2OC)o1
  12	3	-14	-35	-10	4	7	0	5
O=C(CCl)Nc1cccc(Oc2ccccc2)c1
  -0.7	-3	-6	-13	6	-2	2	9	-4
CC(=O)c1ccc(NC(=O)C(C)OC(=O)CCCN=C2NS(=O)(=O)c3ccccc32)cc1 (stereo unspecified)
  0.0	0	6	10	1	1	1	2	0
Cc1nn(-c2cc(C)c3ccccc3n2)c2c1CCC2
  0.5	7	-7	-21	-4	-2	1	12	20
Cc1cc(C(=O)Nc2ccccc2C(=O)O)c(C)o1
  0.5	1	1	10	4	-1	0	-4	5
COc1ccccc1NC(=O)CC1C(=O)Nc2c1c(=O)n(C)c(=O)n2C (stereo unspecified)
  -0.6	5	-2	9	4	2	2	1	-4
N#CC(=C1CCCC1)c1nc(-c2ccccc2)cs1
  -0.4	-1	-1	-26	15	2	-2	-4	-4
OC1CCCC1NCc1ccnc2cc(Cl)ccc12 (stereo unspecified)
  2.2	·	-5	-20	-4	-3	4	12	0
CN1/C(=C\C(=O)c2cccs2)C(C)(C)c2ccccc21
  -0.5	6	-8	19	7	-5	3	2	-3
CCCCC(=O)Nc1ccc(F)c(Cl)c1
  0.8	-3	3	5	1	-1	0	-6	7
O=C(NCCCN1CCOCC1)C(=O)N/N=C/c1cccc2ccccc12
  -0.7	16*	7	8	15	-9	0	0	-13
c1ccc(Nc2cc(Nc3ccccc3)[nH]n2)cc1
  -1.1	-4	-8	-10	4	0	0	7	-5

Record cards, as listed above.
`O=C(O)C1CCN(S(=O)(=O)c2cccc3nsnc23)CC1` is entered as CRFR2-BP ag = 1.9; IDE inh = -3; CHRM5 PAM = -7; CRFR2-BP antag = 3; CHRM4 PAM = 2; CHRM5 agonist = -3; CHRM4 agonist = 1; CHRM5 antagonist = 2; M4 antag = -7
`CCN1CCN(CC(=O)N/N=C/c2cc(Br)cs2)CC1` is entered as CRFR2-BP ag = 0.8; IDE inh = 2; CHRM5 PAM = -2; CRFR2-BP antag = 12; CHRM4 PAM = 1; CHRM5 agonist = -1; CHRM4 agonist = 0; CHRM5 antagonist = 9; M4 antag = 1

Going on with the list:
Every second line gives: CRFR2-BP ag	IDE inh	CHRM5 PAM	CRFR2-BP antag	CHRM4 PAM	CHRM5 agonist	CHRM4 agonist	CHRM5 antagonist	M4 antag
COc1ccc(OC)c(CNc2ccc(F)c(Cl)c2)c1
  -4.2	-2	-6	44	1	-6	-2	4	2
COc1ccc(-c2ncc(CN3CCN(CCC(C)C)C(CCO)C3)cn2)cc1 (stereo unspecified)
  3.1	-2	-2	-31	-2	-5	0	-2	3
Cc1cc(Cl)ccc1C(O)c1ncc(-c2ccc(Cl)cc2)[nH]1 (stereo unspecified)
  ·	·	3	·	1	0	3	0	-1
Cc1ccc(CNC(=O)CCSCc2ccccc2F)cc1
  -9.1	3	1	19	0	-5	0	2	0
COCCCN(C(=S)Nc1ccc(C)cc1Cl)C(C)c1ccncc1 (stereo unspecified)
  -5.5	-4	-6	2	5	-3	1	-3	-13
Cc1ccc(C)c(SCC(=O)Nc2oc(C)c3c(C)n[nH]c(=O)c23)c1
  0.0	0	-2	-5	0	4	3	1	-4
CC(=O)Nc1ccc(NC(=O)C2CC(=O)N(Cc3ccco3)C2)cc1 (stereo unspecified)
  0.4	·	-2	-2	3	1	0	7	3
Cc1ccc(C)c(N)c1
  4.0	8	-2	5	-5	0	1	1	6
COC(=O)c1ccccc1NC(=O)Nc1cnccn1
  0.8	2	0	2	1	-1	1	0	-6
CN(CC(=O)NC(=O)NC1CCCCC1)CC(=O)Nc1ccccc1C(F)(F)F
  0.4	·	-5	-11	0	2	4	0	0
CCS(=O)(=O)/N=C(\N)c1ccccc1
  0.4	-3	-1	3	6	5	2	-4	-1
O=c1[nH]c(CSc2nc3ccccc3o2)nc2c1cnn2-c1ccccc1
  -0.1	3	-3	-7	6	-1	0	0	-4
Cc1cc(-c2nnc(-c3cccc(Cl)c3)o2)no1
  -0.3	-2	3	6	2	-6	1	6	0
Cc1ccc(S(=O)(=O)N2CCN(C(=O)CN3C(=O)NC4(CCCC4)C3=O)CC2)c(C)c1
  -1.3	0	-4	-4	2	2	1	2	-13
COc1cccc(CN2CC(C(=O)NC3(c4ccccc4)CC3)CCC2=O)c1 (stereo unspecified)
  0.4	1	-7	3	-2	-8	1	27	0
Cc1ccc(C23CC4CC(CC(C(=O)NCC(=O)O)(C4)C2)C3)cc1
  -1.6	-5	-3	7	4	-2	1	7	-10
CC[C@@]1(C(=O)OC)N[C@H](CN(C)S(=O)(=O)c2ccc(OC)cc2)[C@@H]2C(=O)N(C)C(=O)[C@@H]21
  -3.0	-1	3	7	-3	1	1	-2	-4
Cn1c(=O)[nH]c(=O)c2c1nc(CN1CCN(c3cccc(Cl)c3)CC1)n2CCN1CCOCC1
  -3.0	3	0	-12	-1	1	1	-4	7
CC(/C=N\NC(=O)c1ccc2c(c1)OCO2)c1ccccc1 (stereo unspecified)
  -0.7	1	6	8	14	-3	1	-10	1
CCC(C(=O)Nc1cccc(S(=O)(=O)N(C)c2ccccc2)c1)c1ccccc1 (stereo unspecified)
  0.6	2	-36	2	-7	-5	10	4	-10
CCOC(=O)c1c(C)[nH]c(C(=O)CSc2nnc(-c3ccncc3)n2CC)c1C
  1.1	13	-5	-6	5	4	2	-3	-2
COc1ccc(COC(=O)N/N=C(\C)CC(=O)Nc2ccc(Cl)cn2)cc1
  -1.4	5	-1	2	-2	-2	0	1	-1
COc1cccc(N(CC(=O)O)S(=O)(=O)c2ccccc2)c1
  -0.6	3	-3	1	15	-7	1	-7	-6
CCNc1nc(NCC)nc(N(C)N)n1
  -1.4	0	-10	10	3	-9	0	8	-3
COc1ccc(C(=O)N2CCC(C(=O)Nc3cccc(C)c3)CC2)cc1OC
  1.3	-5	0	0	5	1	2	2	3
CC1CCc2c(nc3ncnn3c2N2CCN(c3ccccc3F)CC2)C1 (stereo unspecified)
  -0.9	-2	-1	-7	-2	-3	1	-3	0
CN1CC(=O)N2Cc3[nH]c4ccccc4c3C[C@H]2C1=O
  -0.3	5	2	13	-10	-1	1	5	22
CCOC(=O)CSc1n[nH]c(=O)n1CCc1ccccc1
  -0.8	6	1	-6	1	-2	1	3	9
CS(=O)(=O)c1ccc2nc(NC(=O)c3ccc(NS(=O)(=O)c4ccc(F)c(F)c4)cc3)sc2c1
  3.7	6	-9	-10	-13	3	1	14	-2
CC1=NN(C(C)C)C(=O)C1
  1.4	3	9	-32	4	-6	0	7	0
Cc1cc(OCC(=O)N(C)Cc2ccccc2)cc(C)c1Cl
  -0.3	0	-1	4	3	-4	0	3	-14
CCOc1ccc(N(CC(=O)NCCSCc2ccccc2)S(=O)(=O)c2ccccc2)cc1
  14	-2	1	-16	-2	-5	1	7	4
Cc1ccccc1N=C(N)Nc1ccccc1C
  1.1	0	8	-4	-8	-5	2	-2	26
Nc1cc(N)nc(SCc2cc([N+](=O)[O-])cc3c2OCOC3)n1
  -3.9	0	-1	9	4	-5	-1	8	-1
Cc1noc(C)c1S(=O)(=O)N(C)C[C@H]1Oc2ccc(NC(=O)NC3CCCCC3)cc2C(=O)N([C@H](C)CO)C[C@@H]1C
  -0.1	0	17	1	15	-7	2	-8	-15
CC1(C)CC(=O)C2=C(C1)OC(N)=C(C#N)C2C1C=CCCC1 (stereo unspecified)
  -0.5	4	-3	-11	-3	3	1	-3	-6
O=C(NCc1ccncc1)C1CCCN1S(=O)(=O)c1ccc(Cl)cc1 (stereo unspecified)
  -3.4	-3	-5	10	-2	-4	1	12	1
Cc1ccc2nc(N3C(=O)C(O)=C(C(=O)c4ccc(C)o4)C3c3ccco3)sc2c1 (stereo unspecified)
  2.6	-1	8	16	7	1	1	2	0
CC(NC(=O)c1ccccc1F)c1cccc2ccccc12 (stereo unspecified)
  -1.1	5	1	3	0	-5	1	2	0
Cc1ccc(C(=O)Cc2ccccc2)o1
  -0.3	-9	11	-4	1	3	1	7	5
O=C(NN=Cc1cccc([N+](=O)[O-])c1)c1cccc2ccccc12
  -3.8	·	-6	9	-4	-4	2	12	8

Assay outcomes (PubChem BioAssay)
